# Source: PubChem BioAssay (National Center for Advancing Translational Sciences (NCATS))
# PKM2 act – PKM2 (human) enzyme activation; AID 1631; purified PKM2, Kinase-Glo ATP luminescence, activation; response scale: 0% is enzyme alone, no compound; 260,000 tested, 0.34% active; Potency, µM (top dose mostly 57.5 µM), for the others: top-dose activation, actives largely listed as activators; further: potency means the concentration at half of the fitted maximal effect; on the % scale 0 is the no-effect control and ±100 the full control effect; nearly all actives have a fitted effect of over 55% in size
#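 ATP formation by purified human PK-M2, quantified via coupled luciferase luminescence after 1 h at room temperature with 0.1 mM ADP and 0.5 mM PEP final.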
# ELG1 DNA repair – inhibitors of ELG1-dependent DNA repair in HEK293T cells; HEK293T ELG1-luciferase reporter, luminescence, 16 h; DNA damage induced by 5-fluorouridine; Potency, µM (top dose mostly 46.1 µM), without a hit: at the top dose activity change, negative = inhibition, usual class: inhibitors; 330,000 tested, 2.3% active; AID 504467; further: potency means the concentration at half of the fitted maximal effect; on the % scale 0 is the no-effect control and ±100 the full control effect; nearly all actives have a fitted effect of over 55% in size
#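 Quantitative HTS, concentration-response format. 2,000 cells/well co-treated with 5-fluorouridine and compound, 16 hr in 5% CO2 at 37 °C; ONE-Glo luminescence read after 30 min.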
# VP16 counter – Gal4-VP16 reporter inhibition counter-screen; Drosophila S2 Gal4-VP16 UAS-luciferase, luminescence, 20 h; Potency, µM (titrated, usually from 53.6 µM), for the others: at the highest dose activity, negative = inhibition, actives largely listed as inhibitors; 310,000 tested, 3.5% active; AID 2546;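 further: Gal4-VP16 expression switched on by copper sulfate through the metallothionein promoter; potency means the concentration at half of the fitted maximal effect; on the % scale 0 is the no-effect control and ±100 the full control effect; nearly all actives have a fitted effect of over 50% in size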
# KCNH2 3.1 block – blocks the human KCNH2 3.1 channel isoform; U2OS KCNH2 3.1, thallium flux FluxOr; hits give low values; activity change, % (tested at about 1.8 µM); 340,000 tested, 0.95% active;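 active means maximum activity change below -70%; inconclusive means maximum activity change from -70% to -50%; inactive means maximum activity change above -50%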;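 further: thallium influx rate constant from kinetic fluorescence after stimulation buffer; on the % scale 0 is the no-effect control and ±100 the full control effect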
#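 FluxOr-based Tl+ influx in U2OS cells transduced with KCNH2 3.1 virus; rate constants normalized to DMSO controls.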
# RORgamma inh – inhibitors of mouse ROR gamma transcriptional activity | AID 2551 | 310,000 tested, 5.4% active | Drosophila S2 Gal4-RORgamma UAS-luciferase reporter, 20 h | Potency, µM (doses to about 53.6 µM), for the others: at the top dose activity change, negative = inhibition, most hits filed as inhibitors; further: potency means the concentration at half of the fitted maximal effect; on the % scale 0 is the no-effect control and ±100 the full control effect; nearly all actives have a fitted effect of over 60% in size
#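 ROR gamma transcriptional activity was tracked as Gal4-UAS luciferase output in stably transfected Drosophila Schneider cells, with compound added 1 hr before 700 uM copper sulfate induction and a 20 hr ambient-temperature incubation.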
# Rab9 promoter act – activators of Rab9 promoter | Potency, µM (doses to about 9.22 µM), without a hit: at the top dose activation, negative = inhibition, usual class: activators | 320,000 tested, 2.8% active | Huh7 Rab9 promoter-luciferase reporter, luminescence, 24 h | AID 485297; further: potency means the concentration at half of the fitted maximal effect; % of control where 0% means no effect; nearly all actives have a fitted effect of over 60% in size
#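 Huh7 reporter line, Rab9 promoter upstream of luciferase. Compound exposure 24 h at 37 °C in reduced-serum medium with 10% FBS. Read-out: luminescence.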
# FLuc counter – inhibits or activates purified firefly luciferase, miR-21 counter-screen; purified FLuc, Km substrates, luminescence inhibition; 360,000 tested, 6.9% active; Potency, µM (highest dose often 57.5 µM), inactives show top-dose activity change, negative = inhibition, hits mostly inhibitors; P08659;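 further: potency means the concentration at half of the fitted maximal effect; plate controls were vehicle for no effect and reference inhibitor for full effect; nearly all actives have a fitted effect of over 55% in size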
#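 Biochemical qHTS of compounds, final roughly 60 µM downward over six points, against 10 nM purified firefly luciferase using Km concentrations of substrates (10 uM D-luciferin, 10 uM ATP) in Tris acetate pH 7.5 buffer; luminescence output.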
# MBNL1 CUG block – blocks human MBNL1 binding to CUG repeat RNA | AID 2675 | Potency, µM (doses to about 57.5 µM), for inactives: top-dose activity change, negative = inhibition, actives largely listed as inhibitors | TR-FRET MBNL1-His/biotin-(CUG)12 binding, 665/545 ratio | Q9NR56 | 280,000 tested, 0.036% active; active means well fitted inhibition curve with a large enough effect in the signal ratio, with a control signal flat, not every such curve was filed as active; inconclusive means small, poorly fitted or top-dose-only effect, or effect the other way, or a change in a side signal; inactive means no such curve, though single readings can be large or run the other way; the % refers to the signal ratio; further: potency means the concentration at half of the fitted maximal effect; on the % scale 0 is the no-effect control and ±100 the full control effect
# Target sequence (Q9NR56 whole entry, looked up): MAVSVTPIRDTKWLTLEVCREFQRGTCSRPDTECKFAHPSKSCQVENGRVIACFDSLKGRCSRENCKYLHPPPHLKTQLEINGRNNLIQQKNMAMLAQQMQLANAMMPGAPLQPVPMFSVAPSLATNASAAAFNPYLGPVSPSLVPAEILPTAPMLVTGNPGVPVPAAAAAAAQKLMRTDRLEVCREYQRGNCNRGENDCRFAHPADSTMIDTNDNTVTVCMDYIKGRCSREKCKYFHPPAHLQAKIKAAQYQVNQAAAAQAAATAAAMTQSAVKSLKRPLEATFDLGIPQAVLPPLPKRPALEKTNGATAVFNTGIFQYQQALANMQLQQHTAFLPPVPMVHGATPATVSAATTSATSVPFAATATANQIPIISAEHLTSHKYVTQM
#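 Inhibition of protein-RNA binding appears as loss of TR-FRET between terbium anti-His antibody on MBNL1-His and streptavidin-XL665 on biotin-(CUG)12. Activity is normalized to buffer-only and uninhibited-complex controls.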
# Mito fusion act – mitochondrial division inhibition or fusion activation; S. cerevisiae fusion-defective mutant growth rescue, CellTiterGlo 48 h; Potency, µM (series often up to 46.1 µM), for the others: top-dose growth rescue (activation), most hits filed as activators; 320,000 tested, 0.23% active;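 further: potency means the concentration at half of the fitted maximal effect; % of control where 0% means no effect; nearly all actives have a fitted effect of over 45% in size; temperature-sensitive fusion mutants such as fzo1-1 at 37 °C on non-fermentable ethanol glycerol medium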
#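 Read-out: ATP-based luminescence (CellTiterGlo, 10 min ambient) reporting growth of fusion-defective ts yeast after 48 hours at 37C on glycerol/ethanol YPEG medium in the presence of compound.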
# NPC1 prom act – NPC1 promoter activation; Huh7 NPC1 promoter luciferase reporter, 24 h; AID 485313; 320,000 tested, 2.4% active; Potency, µM (titrated, usually from 9.22 µM), for the others: top-dose activation, usual class: activators;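 further: potency means the concentration at half of the fitted maximal effect; % of control where 0% means no effect; nearly all actives have a fitted effect of over 60% in size; reporter is driven by a mutant NPC1 promoter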
#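 Huh7 cells stably carrying NPC1 promoter–luciferase, plated in Opti-MEM with 10% FBS for 2 h, were exposed to compound in DMSO for 24 h at 37 °C; luciferase reagent was added for 10 min and luminescence read.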
# Menin MLL FP TR – menin-MLL binding inhibition, Texas Red mutant peptide. O00255. 270,000 tested, 0.23% active. Potency, µM (doses to about 61.6 µM), inactives show at the top dose FP activity change, negative = inhibition, hits mostly inhibitors. Menin + Texas Red MLL mutant peptide, fluorescence polarization; active means well fitted inhibition curve with a large enough effect in the polarisation, with a control signal flat, not every such curve was filed as active; inconclusive means small, poorly fitted or top-dose-only effect, or effect the other way, or a change in a side signal; inactive means no such curve, though single readings can be large or run the other way; the % refers to the polarisation; further: potency means the concentration at half of the fitted maximal effect; % of control where 0% means no effect; many of its hits are not listed in these tables
# Target sequence (O00255 whole entry, looked up): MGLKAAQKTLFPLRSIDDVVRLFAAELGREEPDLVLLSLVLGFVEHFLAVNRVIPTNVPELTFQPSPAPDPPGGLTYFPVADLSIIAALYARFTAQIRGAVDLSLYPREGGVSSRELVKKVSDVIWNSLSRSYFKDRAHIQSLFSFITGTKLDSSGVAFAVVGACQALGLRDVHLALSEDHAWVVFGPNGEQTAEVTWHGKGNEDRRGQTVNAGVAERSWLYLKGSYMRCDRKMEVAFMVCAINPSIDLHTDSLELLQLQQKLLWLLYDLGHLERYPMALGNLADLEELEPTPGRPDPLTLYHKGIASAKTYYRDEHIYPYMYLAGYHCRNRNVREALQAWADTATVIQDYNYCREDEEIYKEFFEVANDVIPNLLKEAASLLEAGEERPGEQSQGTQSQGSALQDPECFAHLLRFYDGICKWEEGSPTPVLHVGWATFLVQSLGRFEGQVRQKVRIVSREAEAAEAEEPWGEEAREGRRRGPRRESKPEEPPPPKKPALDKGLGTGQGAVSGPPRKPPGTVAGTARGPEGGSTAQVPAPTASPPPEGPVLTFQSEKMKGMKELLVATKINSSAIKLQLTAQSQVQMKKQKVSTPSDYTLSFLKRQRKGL
# * marks the source's active call; other numbers are inactive results; ? = inconclusive; / = no result given; & = joins results of further samples; [ ] = remark or other dose. Unless noted, the call rests on the fitted dose curve; in most records, active means well fitted curve in the direction sought with a large enough effect; inconclusive means small, poorly fitted or top-dose-only effect, or another doubt; inactive means no such curve, though single readings can be large; an effect the other way counts as inactive or inconclusive. This is a subset; count on the stated rates, not on these rows.
SMILES,PKM2 act,ELG1 DNA repair,VP16 counter,KCNH2 3.1 block,RORgamma inh,Rab9 promoter act,FLuc counter,MBNL1 CUG block,Mito fusion act,NPC1 prom act,Menin MLL FP TR
Cn1c(N)c(N2CCN(c3ccccc3)CC2)c(=O)[nH]c1=O,11%,0%,0%,-12,?,-1%,1%,-3%,?,2%,1%
Cc1c(C(=O)OCc2nc3scc(-c4ccccc4)c3c(=O)[nH]2)cccc1[N+](=O)[O-],-12%,?,-5%,-4,?,-10%,4%,-1%,4%,-8%,-3%
O=C(CCSCc1ccccc1Cl)NC1CCCC1,-4%,?,25%,1,7%,-3%,?,1%,5%,0%,2%
CCOC(=O)c1c(C)n(-c2ccccc2)c2ccc(O)cc12,-22%,-6%,?,-7,-3%,-3%,-4%,7%,11%,-5%,?
CC1CC(C)CN(CC(=O)N2CCOCC2)C1 (stereo unspecified),10%,1%,0%,-3,-1%,?,0%,0%,2%,-2%,4%
CCC1Oc2ccccc2N(CC(=O)Nc2ccc3c(c2)OCCO3)C1=O (stereo unspecified),18%,?,0%,-18,-3%,0%,-10%,3%,-6%,15%,16%
COc1ccc(C(=O)NNC(=O)C23CC4CC(CC(C4)C2)C3)cc1OC,/,1%,/,45,/,4%,-3%,/,1%,1%,/
O=C(CCC1CCCC1)NCCS(=O)(=O)N1CCN(c2ccccc2)CC1,/,-4%,/,2,/,-6%,-1%,/,7%,-2%,/
CCCc1ccc(C(=O)NNC(=O)c2ccc(Br)cc2)cc1,-2%,1%,3%,8,-12%,0%,3%,-22%,7%,-2%,-10%
CCOc1ccc(-n2c(SCC(N)=O)nc3c([nH]c4ccccc43)c2=O)cc1,3%,?,-1%,-7,-16%,-5%,-2%,16%,1%,-1%,0%
COC(=O)C1=C(C(=O)OC)[C@@H]2N(C)c3ccccc3[C@@]23C[C@@H](C(=O)OC)N=C3N1,-1%[11.5 µM],16%,-3%,21,7%,-2%,0%,-10%,-3%,-11%,-1%[11.7 µM]
CC1CCCN(C(=O)C2CCN(S(=O)(=O)c3cccs3)CC2)C1 (stereo unspecified),/,19%,/,-4,/,0%,-4%,/,9%,6%,/
Nc1ccc(S(=O)(=O)O)cn1,1%&-3%&-23%,-3%&12%&11%,-5%&-13%&-7%,-12&-8&9,2%&-1%&7%,-1%&-3%&-2%,1%&0%&1%,-6%,0%&2%&-2%,-2%&0%&0%,-3%
COc1ccc2c(c1)CCc1c(C(=O)NCc3cccnc3)noc1-2,-5%,?,-3%,8,23%,15%,?,4%,-8%,26%,4%
COc1ccc(N(C)S(=O)(=O)c2ccc(Cl)c(C(=O)NCCc3ccc(Cl)cc3)c2)cc1,4%,?,0%,5,?,0%,-1%,0%,1%,-3%,10%
Cc1cc(F)ccc1S(=O)(=O)N1CCCCC1CCNC(=O)C(=O)NCc1ccccn1 (stereo unspecified),/,0%,/,-4,/,-7%,2%,/,1%,2%,/
NC(=O)NC(=O)Nc1ccccc1Cl,-2%,1%,-10%,-1,20%,2%,?,-4%,3%,2%,1%
NC(=O)C1CCN(C(=O)COc2ccc3c4c(c(=O)oc3c2)CCCC4)CC1,2%,14%,-13%,7,-38%,0%,-10%,16%,-3%,-1%,1%
COc1cccc(/C=N/c2nc3ccccc3n2C)c1O,1%[11.5 µM],?,?,-8,?,-1%,?,-4%,4%,-3%,-3%
N#CCCn1cc(C(=O)Nc2ccc(C(=O)O)cc2)c(-c2ccc([N+](=O)[O-])cc2)n1,-2%,-15%,-2%,-2,4%,1%,-3%,?,2%,-5%,13%

# Pulled by structure from the list above:
SMILES,PKM2 act,ELG1 DNA repair,VP16 counter,KCNH2 3.1 block,RORgamma inh,Rab9 promoter act,FLuc counter,MBNL1 CUG block,Mito fusion act,NPC1 prom act,Menin MLL FP TR
Cc1cc(F)ccc1S(=O)(=O)N1CCCCC1CCNC(=O)C(=O)NCc1ccccn1 (stereo unspecified),/,0%,/,-4,/,-7%,2%,/,1%,2%,/
CCOc1ccc(-n2c(SCC(N)=O)nc3c([nH]c4ccccc43)c2=O)cc1,3%,?,-1%,-7,-16%,-5%,-2%,16%,1%,-1%,0%
COC(=O)C1=C(C(=O)OC)[C@@H]2N(C)c3ccccc3[C@@]23C[C@@H](C(=O)OC)N=C3N1,-1%[11.5 µM],16%,-3%,21,7%,-2%,0%,-10%,-3%,-11%,-1%[11.7 µM]
CC1CC(C)CN(CC(=O)N2CCOCC2)C1 (stereo unspecified),10%,1%,0%,-3,-1%,?,0%,0%,2%,-2%,4%

# More compounds
SMILES,PKM2 act,ELG1 DNA repair,VP16 counter,KCNH2 3.1 block,RORgamma inh,Rab9 promoter act,FLuc counter,MBNL1 CUG block,Mito fusion act,NPC1 prom act,Menin MLL FP TR
O=C(CSc1nc(=O)n(Cc2ccccn2)c2c1CCC2)Nc1ccc(F)cc1F,/,-14%,/,4,/,-8%,3%,/,7%,-2%,/
CCCCc1ncc(CN2CCC(n3nccc3NC(=O)C(OC)c3ccccc3)CC2)[nH]1 (stereo unspecified),1%,-8%,-6%,-15,-31%,11%,3%,-1%,0%,4%,/
COc1ccc(CCn2cc(C#N)c(=O)[nH]c2=O)cc1OC,-7%,13%,-2%,5,-6%,-1%,1%,2%,1%,0%,-1%
CC1(C)CC(=O)C(C#N)=C(NCCCO)C1,-19%,14%,/,3,38%[0.365 µM],2%,-5%,-15%,2%,1%,?
O=C(c1ccccc1F)N1CCN(Cc2ccccc2F)CC1,6%,-6%,12%,7,12%,0%,3%,-3%,7%,-1%,/
Cc1cc(C)cc(N2Cc3ccccc3C2)c1,-10%,?,9%,-2,43%,4%,-4%,-3%,4%,0%,3%
Cc1cc(/C=C(\C#N)C(=O)NCc2ccco2)c(C)n1-c1ccc(C(=O)O)cc1,-5%,5%,-7%,11,-5%,-4%,-15%,22%,-1%,-2%,0%
Cc1ccc(SC[C@H](c2ccccc2)N2CCN(CC(C)C)CCC2=O)cc1,-1%,?,-3%,/,18%,21%,?,-9%,-6%,30%,/
C=CCn1c(SCC(=O)NCc2ccc3c(c2)OCO3)nc2scc(-c3ccccc3)c2c1=O,-3%,?,-1%,-9,28%,2%,-2%,8%,2%,0%,-13%
O=C(CN1C(=O)c2cccc3cccc1c23)Nc1ccc(S(=O)(=O)N2CCOCC2)cc1,10%,?,-8%,1,0%,-1%,0%,?,-1%,2%,5%
COc1ccc(NC(=S)N(CCCN2CCOCC2)Cc2ccco2)cc1,-2%,1%,-5%,-3,4%,-1%,0%,-4%,-3%,-10%,9%
N#Cc1nc(-c2cccs2)oc1NCC1CCCO1 (stereo unspecified),-5%,12%,26%,-22,?,-1%,-14%,14%,-1%,1%,-12%
COc1cccc(/C=C2\SC(N3CCCC(C)C3)=NC2=O)c1OC (stereo unspecified),/,?,17%,3,6%,?,5.4µM*,?,-3%,?,-30%
Cc1ccc2c(Cl)cc(Cl)c(OCC(=O)Nc3cc(S(=O)(=O)N(C)C)ccc3C)c2n1,9%,?,?,-28,-138%,-2%,3%,14%,11%,-2%,-27%
O=C(CC1C(=O)NCCN1Cc1ccccc1C(F)(F)F)NC1CCCCCC1 (stereo unspecified),0%,?,-17%,1,3%,-1%,0%,6%,0%,-2%,?
S=C(NCc1ccco1)Nc1ccc(Cl)c(Cl)c1,-2%,2%,16µM*,10,13µM*,0%,?,6%,-7%,-1%,?
CCN(CC)S(=O)(=O)c1ccc2oc(C(=O)NCCN3CCOCC3)c(C)c2c1,1%,-3%,-1%,-4,-4%,-3%,1%,1%,-9%,-1%,0%
Cc1cc(C)c(C)c(S(=O)(=O)N2CCC(C(=O)N3CC(C)CC(C)C3)CC2)c1C (stereo unspecified),/,?,/,-4,/,-3%,7%,/,?,-7%,/
CN(C)c1ccc(C2C3=C(CCCC3=O)OC3=C2C(=O)CCC3)cc1,0%,18%,2%,-7,9%,-8%,0%,-1%,-4%,-2%,-8%
Cc1cc(C)c(C(=O)CSc2nc(C)cc(C)c2C(N)=O)c(C)c1,2%,?,-2%,3,-28%,5%,-4%,77%[activator],7%,6%,?
